Growth percent in the NCI-60 one-dose screen (48 h, 10 µM unless noted): 100 = growth as untreated, 0 = no growth, -100 = all killed.
SW-620: SW-620 colon cancer; actives 5.2% (n = 82,000); AID 1794795
OVCAR-8: OVCAR-8 ovarian cancer; actives 4.4% (n = 81,000); AID 1794782
OVCAR-3: OVCAR-3 ovarian cancer; actives 7% (n = 79,000)
OVCAR-4: OVCAR-4 ovarian cancer cells | actives 3.7% (n = 80,000)
PC-3: PC-3 prostate cancer cells | actives 3.9% (n = 80,000)
DU-145: DU-145 prostate cancer | actives 4.2% (n = 81,000) | AID 1794760
KM12: KM12 colon cancer cells; actives 5% (n = 82,000)
OVCAR-5: OVCAR-5 ovarian cancer. actives 2.9% (n = 82,000). AID 1794783
HCC-2998: HCC-2998 colon cancer; actives 4.7% (n = 79,000); AID 1794799
The depositor's hits bear a star; . = not tested or not shown; & = joins results of further samples. Rule for the calls: active = growth percent below 10; inactive = the rest.

| Compound | SW-620 | OVCAR-8 | OVCAR-3 | OVCAR-4 | PC-3 | DU-145 | KM12 | OVCAR-5 | HCC-2998 |
| --- | --- | --- | --- | --- | --- | --- | --- | --- | --- |
| CN(Cc1cnc2nc(N)nc(N)c2n1)c1ccc(C(=O)N[C@@H](CCc2nn[nH]n2)c2nn[nH]n2)cc1 | 20 | 33 | 53 | 91 | 33 | 33 | 33 | 56 | 53 |
| O=c1[nH]c(-c2ccc(O)cc2)nc2n[nH]c(Nc3ccccc3)c12 | 31 | 63 | 68 | 67 | 51 | 56 | 28 | 103 | 51 |
| CCOC(=O)c1cc(-c2cccc(Cl)c2)nc2ccccc12 | 104 | 97 | 98 | 110 | 108 | 103 | 106 | 102 | 107 |
| O=c1ccn(C2OC(CO)C(O)C2F)c(=O)[nH]1 (stereo not drawn) | 102 | 115 | 109 | 110 | . | 119 | 111 | 94 | 98 |
| CC(N)CC1=CCCCC1 (stereo not drawn) | 99 | 104 | 109 | 105 | 89 | 108 | 98 | 94 | 95 |
| CC(=O)OC[C@H](O)[C@@]1(O)CC[C@H]2[C@@H]3CCC4=CC(=O)CC[C@]4(C)[C@H]3[C@@H](O)C[C@@]21C | 102 | 99 | 108 | 105 | 95 | 94 | 105 | 97 | 103 |
| CCOc1ccc2nc(C)cc(Nc3ccc(S(=O)(=O)Nc4nccs4)cc3)c2c1 | 105 | 102 | 112 | 100 | 98 | 120 | 114 | 110 | 124 |
| O=C(Nc1cccc(Br)c1)N1c2ccccc2SC12CCCC2 | 95 | 97 | 97 | 78 | 81 | 102 | 96 | 108 | 110 |
| C(=N\Nc1nnc2n1N=C(c1ccccc1)CS2)/c1ccsc1 | 112 | 102 | 107 | 108 | 96 | 106 | 112 | 106 | 110 |
| O=C(Nc1ccccc1Cl)c1ccccc1Cl | 108 | 106 | 108 | 104 | 95 | 105 | 102 | 105 | 104 |
| O=C1C(=O)c2ccccc2C(O)=C1C(C1=C(O)c2ccccc2C(=O)C1=O)c1ccccc1O | 112 | 97 | 99 | 110 | 86 | 107 | 92 | 105 | 108 |
| O=c1c2ccccc2sc2c(NCCCNCCO)nc3ccccc3c12 | -62* | 18 | 35 | 60 | 22 | 16 | 6.3* | 76 | -49* |
| Nc1ccc(-c2ccc(Br)cc2)cc1 | 111 | 111 | 108 | 109 | 98 | 114 | 112 | 97 | 114 |
| S=C(Nc1ccc(OCc2nc3ccccc3[nH]2)cc1)NC1CCCCC1 | 120 | 95 | 123 | 102 | 96 | 98 | 82 | 117 | 111 |
| C#CCn1c(-c2cc(OC)c(OC)cc2Br)nc(-c2ccccc2)c1-c1ccccc1 | 24 | 57 | 9.7* | 63 | 25 | 64 | 20 | 78 | 67 |
| O=C(Cn1cc(-c2ccccc2)nn1)Nc1nc(-c2ccc(Br)cc2)cs1 | 105 | 98 | 119 | 98 | 98 | 97 | 101 | 103 | 101 |
| O=C(O)c1cc(-n2c(O)c(C=C3N=c4ccccc4=N3)sc2=S)ccc1O | 99 | 98 | 105 | 102 | 94 | 116 | 105 | 97 | 96 |
| Cn1c(=O)c2[nH]c(CCCc3nc4ccccc4[nH]3)nc2n(C)c1=O | 114 | 101 | 123 | 109 | 93 | 120 | 108 | 100 | 103 |
| COc1ccc(/C=c2\c(=O)n(-c3ccccc3)c3nn4c(n23)=NNC(c2ccccc2)=C4c2ccccc2)cc1 | 116 | 93 | 110 | 112 | 88 | 120 | 112 | 114 | 114 |
| CC1(C)[C@@H](O)CC[C@]2(C)[C@H]3CC[C@@H]4[C@H]5[C@H](C(=O)/C=C\c6ccc(Br)cc6)CC[C@]5(O)CC[C@@]4(C)[C@]3(C)CC[C@@H]12 | 100 | 91 | 109 | 62 | 69 | 83 | 92 | 111 | 126 |
| CS(=O)(=O)c1nccc(-c2c(-c3cccc(OCCc4ccccc4)c3)nc3sccn23)n1 | 98 | 98 | 104 | 100 | 87 | 108 | 104 | 103 | 109 |
| O=C(c1ccccc1)c1ccccc1C(=O)N(CCO)CCO | 102 | 100 | 110 | 99 | 106 | 119 | 109 | 107 | 105 |
| C[S+](C)Cc1ccc(C(=O)Oc2ccc([N+](=O)[O-])cc2)cc1 | 90 | 103 | 104 | 112 | 98 | 101 | 100 | 103 | 124 |
| COc1nc(OC)nc(-c2cc(-c3cc(OC)c(OC)c(OC)c3)no2)n1 | 102 | 98 | 116 | 106 | 86 | 105 | 102 | 115 | 112 |
| C=C1CC[C@H]2[C@@](C)(CCC3OC(c4ccc(OCc5cn(CC6OC(OC)C(OCc7ccccc7)C(OCc7ccccc7)C6OCc6ccccc6)nn5)cc4)OC[C@]32C)[C@@H]1/C=C/C1=CCOC1=O (stereo partly drawn) | 112 | 99 | 106 | 100 | 80 | 110 | 104 | 107 | 107 |
| COc1cc(N)ccc1NC(C)=O | 104&92 | 92&110 | 112&105 | 97&117 | 90&100 | 123&113 | 117&102 | 115 | 99&112 |
| N#C/C(=C\c1ccc(Cl)cc1Cl)C(=O)Nc1cc(-c2ccccc2)nn1-c1ccccc1 | 101 | 97 | 102 | 86 | 99 | 102 | 102 | 99 | 107 |
| CN(C)C(=S)Sc1ccc([N+](=O)[O-])cc1[N+](=O)[O-] | -63* | 19 | 1.1* | 21 | 28 | 65 | 49 | 73 | 89 |
| Nc1ncc(Cl)cc1[N+](=O)[O-] | 101 | 104 | 116 | 105 | 100 | 123 | 113 | 103 | 106 |
| Oc1ccc(/C=N/c2n[nH]c(-c3ccccc3)n2)c(O)c1O | 86 | 89 | 86 | 68 | 86 | 97 | 82 | 106 | 93 |
| CC(=O)Nc1ccc(/C=N/NC(N)=S)cc1 | 100 | 105 | 103 | 104 | 100 | 107 | 99 | 108 | 99 |
| N#COc1ccc(-c2ccccc2)cc1 | 102 | 104 | 111 | 95 | 89 | 109 | 102 | 99 | 110 |
| COc1cc(/C=C/c2cc(/C=C/c3ccc(O)c(OC)c3)n(C(=O)Nc3ccc(C)cc3)n2)ccc1O | 8.1* | -3.0* | -34* | 16 | 8.1* | 2.0* | -1.1* | 21 | 2.2* |
| O=C1/C(=C/c2ccccc2)SC(=S)N1CCc1ccc(O)cc1 | 96 | 96 | 97 | 76 | . | 90 | 88 | 103 | 107 |
| COc1cc2c(cc1OC)C(CNC(=O)/C=C/c1ccccc1)C2 (stereo not drawn) | 107 | 104 | 107 | 109 | 101 | 109 | 102 | 123 | 106 |
| CCCc1cc2cc(-n3nc(C)c4c3CC(C)(C)CC4=O)cc(NC3CCS(=O)(=O)CC3)c2c(=O)[nH]1 | 22 | 64 | 58 | 94 | 42 | 42 | 15 | 79 | 28 |
| CCc1c(C(=O)NC(CC(C)C)c2ccccc2)[nH]c(C)c1C(C)=O (stereo not drawn) | 98 | 98 | 107 | 87 | 84 | 108 | 102 | 101 | 100 |
| Cc1nc2ncnc(Cl)c2[nH]1 | 103 | 95 | 108 | 106 | 90 | 106 | 102 | 109 | 99 |
| Cc1c2c(cc[n+]1Cc1ccccc1)c1ccc(OCc3ccccc3)cc1n2Cc1ccccc1 | -88* | -71* | -97* | -3.8* | -45* | -34* | -98* | 13 | -82* |
| Clc1cccc(/C=C/c2nn3c(-c4ccncc4)nnc3s2)c1 | 103 | 105 | . | 103 | 98 | 107 | 103 | 108 | 106 |
| CCn1c(O)c(/C=N/NC(=O)C(C)c2ccc(CC(C)C)cc2)sc1=S (stereo not drawn) | 27 | 23 | 1.8* | 57 | . | 22 | 19 | 52 | 29 |
| O=C(Cn1ccc(=O)[nH]c1=O)c1ccc([N+](=O)[O-])o1 | 102 | 103 | 97 | 98 | 86 | 92 | 84 | 114 | 111 |
| COc1ccc(C=O)c(Br)c1O | 90 | 105 | 113 | 179 | 86 | 106 | 101 | 89 | 100 |
| Cc1ccc(NC(=O)c2sc3nc4c(cc3c2N)C(=O)CCC4)cc1C | 19 | 32 | -10* | 76 | 22 | 8.2* | 19 | 33 | 27 |
| COc1cc(NS(=O)(=O)C(C)C)cc(-c2cc(-c3ccc(N4CCNCC4)cc3)cnc2N)c1 | 82 | 97 | 91 | 96 | 72 | 91 | 48 | 73 | 81 |
| CS(=O)(=O)NC1CCCCC1 | 101 | 104 | 119 | 113 | 119 | 114 | 104 | 115 | 112 |
| c1ccc(-c2c3c(nn2-c2ccccc2)CCc2cnoc2-3)cc1 | 58 | 85 | 78 | 86 | 43 | . | 58 | 93 | 56 |
| CC(=O)Oc1cc(O)oc(=O)c1 | 108 | 105 | 104 | 112 | 99 | 108 | 108 | 104 | 96 |
| COC(=O)C(C)n1c(-c2ccc(C)o2)nc2cc3nc4ccccc4nc3cc21 (stereo not drawn) | 112 | 96 | 101 | 103 | 97 | 102 | 103 | 110 | 110 |
| C=CCNC(=O)Cc1c(-c2ccc(OC)cc2)oc2c(OC)c3c(c(OC)c12)OCO3 | 103 | 96 | 118 | 102 | 95 | 104 | 96 | 101 | 116 |

Next compounds follow.
| Compound | SW-620 | OVCAR-8 | OVCAR-3 | OVCAR-4 | PC-3 | DU-145 | KM12 | OVCAR-5 | HCC-2998 |
| --- | --- | --- | --- | --- | --- | --- | --- | --- | --- |
| CNC(=O)OC[C@H]1N=C(C)c2ccccc2N(CC(=O)N[C@@H](CB(O)O)C(C)C)C1=O | 110 | 102 | 113 | 98 | 100 | 120 | 105 | 92 | 106 |
| C=CCOc1ccc2c(c1)CC[C@@H]1[C@@H]2CC[C@]2(C)C(=O)/C(=N/O)C[C@@H]12 | 42 | 70 | 76 | 8.3* | 42 | 22 | 62 | 45 | 27 |
| COC(=O)C(C(=O)OC)C(Br)C(Br)C(Br)c1ccccc1 (stereo not drawn) | 19 | 92 | 93 | 90 | 101 | 90 | 101 | 120 | 110 |
| COc1nc(Cl)nc2c1ncn2C/C=C/CCl | 81 | 86 | 82 | 86 | 90 | 83 | 90 | 108 | 96 |
| CC(=O)N(C)c1ccc(N)c2c1C(=O)c1ccccc1C2=O | 96 | 104 | 97 | 111 | 94 | 96 | 95 | 90 | 96 |
| CCCN(CCC)C1N=C(C)Nc2c1sc(=S)n2-c1ccc(OC)cc1OC (stereo not drawn) | 94 | 85 | 100 | 94 | 71 | 103 | 99 | 88 | 101 |
| Clc1cc(Cl)c(OCCBr)cc1Cl | 107 | 104 | 115 | 125 | 112 | 114 | 106 | 97 | 121 |
| CC1=NC=N/C1=C\c1sc(=S)[nH]c1O | . | 100 | 132 | 75 | 98 | 113 | 111 | 110 | 104 |
| COc1cc(/C=C2\CN(S(=O)(=O)c3ccc(C)cc3)C/C(=C\c3cc(CN4CCOCC4)c(O)c(OC)c3)C2=O)cc(CN2CCOCC2)c1O | 3.9* | 2.9* | -17* | 25 | 2.8* | 29 | -74* | -26* | -89* |
| C=CCOc1ccc(/C(Cl)=N/N=C(\Cl)c2cc(OC)c(OC)c(OC)c2)cc1 | 68 | 63 | 77 | 84 | 65 | 70 | 68 | 97 | 76 |
| CCCCNC(=O)C1(N2C(=O)c3ccccc3C2=O)CCCC1 | 102 | 105 | 107 | 114 | 98 | 114 | 108 | 93 | 103 |
| Cc1ccc(Cn2c(C)c(-c3ccccc3)c(-c3ccccc3)c2C)cc1 | 72 | 74 | 76 | 88 | 52 | 93 | 72 | 90 | 74 |
| C(=Nc1ccc2c(c1)Cc1ccccc1-2)c1ccnc2ccccc12 | 19 | 68 | 89 | 107 | 80 | 78 | 81 | 107 | 99 |
| O=C(NNC(=O)c1ccc2ccccc2c1)c1ccc(Cl)cc1 | 105 | 101 | 110 | 106 | 102 | 105 | 108 | 105 | 102 |
| COc1ccc(C(=O)c2ccc3[nH]c(=O)nc(N)c3c2)cc1 | 101 | 104 | 109 | 86 | 103 | 115 | 116 | 96 | 103 |
| CCOC(=O)NNC(=O)OCC | 106 | 100 | 112 | 101 | 101 | 110 | 112 | 99 | 110 |
| CCOC(=O)C1CCCC(=O)C1Cc1cccc(OC)c1 (stereo not drawn) | 108 | 106 | 112 | 94 | 100 | 113 | 109 | 105 | 111 |
| Cc1c(Cl)cccc1NC(=O)c1sc2nc3c(cc2c1N)CCCC3 | 19 | 46 | 11 | 60 | 42 | 40 | 24 | 76 | 58 |
| Cc1cc(N2CCCCC2)nc(N(CCNc2ccnc3cc(Cl)ccc23)Cc2ccco2)n1 | 22 | 22 | -40* | 43 | 14 | 46 | 32 | 50 | 93 |

Random draw from the library (roughly 10% active in at least one column).
